High-throughput results from PubChem BioAssay.
TcdB inh: TcdB glycohydrolase inhibitors, primary screen, biochemical, single point, plate reader; Toxin B (Clostridioides difficile), P18177; inhibition, % at 9.99 µM; TcdB glycohydrolase enzymatic assay; hit rate 0.24% among 350,000; in the data active = inhibition above about 10%
Starred values were filed as active, the others as inactive; & = joins results of further samples.

SMILES	TcdB inh
CO[C@@H]1CN(C)C(=O)c2ccc(NS(=O)(=O)c3cccc(F)c3)cc2OC[C@H](C)N(C(=O)Cc2cccnc2)C[C@@H]1C	-1.1
COc1ccc(S(=O)(=O)N(C)C[C@@H]2Oc3ccc(NC(=O)Cc4cn(C)c5ccccc45)cc3C(=O)N([C@H](C)CO)C[C@@H]2C)cc1	0.4
COc1ccc(S(=O)(=O)Nc2ccc3c(c2)CC(=O)N([C@@H](C)CO)C[C@H](C)[C@@H](CN(C)C(=O)Nc2ccccc2)O3)cc1	0.0
CC(C)NC(=O)Nc1ccc2c(c1)C(=O)N([C@@H](C)CO)C[C@@H](C)[C@H](CN(C)C(=O)Nc1cccc3ccccc13)OCCCC[C@H](C)O2	0.6
C[C@H]1CN([C@@H](C)CO)C(=O)c2cccc(NC(=O)Nc3ccc4c(c3)OCO4)c2O[C@@H]1CN(C)S(C)(=O)=O	0.8
O=C(c1ccccn1)N1CC(=O)N2[C@H](CO)[C@H](c3ccc(C#CC4CCCC4)cc3)[C@@H]2C1	0.9
CCC(=O)N1[C@@H]2Cn3c(cccc3=O)[C@H]1[C@@H](C(=O)NC1CCC1)[C@@H]2CO	0.3
C[C@@H]1CN([C@H](C)CO)C(=O)c2cc(NC(=O)Cc3ccccc3)ccc2O[C@@H](C)CCCCO[C@H]1CN(C)C(=O)c1ccccc1	-0.2
C[C@@H]1CN([C@@H](C)CO)C(=O)Cc2cc(NC(=O)NC3CCCCC3)ccc2O[C@H]1CN(C)Cc1ccncc1	-1.3
CCNC(=O)[C@H]1[C@H](CO)[C@H]2Cn3c(ccc(-c4ccccc4F)c3=O)[C@@H]1N2C(=O)CC	-0.3
COCC(=O)Nc1ccc2c(c1)OC[C@H](C)N(Cc1cccnc1)C[C@@H](C)[C@H](OC)CN(C)C2=O	-0.5
C[C@@H]1CN([C@@H](C)CO)C(=O)c2cc(C#CC3(O)CCCC3)cnc2O[C@@H]1CN(C)C	0.9
COc1ccc(NC(=O)Nc2ccc3c(c2)CC(=O)N([C@H](C)CO)C[C@H](C)[C@@H](CN(C)Cc2ccccc2)O3)cc1	0.6
Cc1ccc(S(=O)(=O)Nc2ccc3c(c2)C(=O)N([C@@H](C)CO)C[C@H](C)[C@@H](CN(C)C(=O)NC(C)C)OCCCC[C@H](C)O3)cc1	-2.6
O=C(C[C@@H]1C[C@H]2c3cc(NS(=O)(=O)c4ccc(F)cc4)ccc3O[C@H]2[C@H](CO)O1)N1CCOCC1	0.9
C[C@@H]1CCCCO[C@@H](CN(C)C(=O)c2ccccc2)[C@H](C)CN([C@@H](C)CO)C(=O)c2cc(NC(=O)Cc3ccccc3)ccc2O1	-0.8
C[C@@H]1CN([C@H](C)CO)C(=O)c2cc(NS(=O)(=O)c3ccccc3)ccc2O[C@H]1CN(C)S(C)(=O)=O	-0.8
COc1ccccc1S(=O)(=O)N1C[C@@H]2N[C@H](C1)C2c1ccc(-c2cccc(F)c2)cc1 (some centres not stated)	-4.2&-20
CCCc1cn(CC[C@H]2CC[C@H](NC(=O)CCN3CCCCC3)[C@@H](CO)O2)nn1	-0.7
COc1ccc(NC(=O)C(c2ccncc2)n2c(=O)c(-c3ccco3)nc3ccccc32)cc1 (configuration not stated)	1.1

By substructure: the compounds so far with sulfur (8)
SMILES	TcdB inh
CO[C@@H]1CN(C)C(=O)c2ccc(NS(=O)(=O)c3cccc(F)c3)cc2OC[C@H](C)N(C(=O)Cc2cccnc2)C[C@@H]1C	-1.1
COc1ccc(S(=O)(=O)N(C)C[C@@H]2Oc3ccc(NC(=O)Cc4cn(C)c5ccccc45)cc3C(=O)N([C@H](C)CO)C[C@@H]2C)cc1	0.4
COc1ccc(S(=O)(=O)Nc2ccc3c(c2)CC(=O)N([C@@H](C)CO)C[C@H](C)[C@@H](CN(C)C(=O)Nc2ccccc2)O3)cc1	0.0
C[C@H]1CN([C@@H](C)CO)C(=O)c2cccc(NC(=O)Nc3ccc4c(c3)OCO4)c2O[C@@H]1CN(C)S(C)(=O)=O	0.8
Cc1ccc(S(=O)(=O)Nc2ccc3c(c2)C(=O)N([C@@H](C)CO)C[C@H](C)[C@@H](CN(C)C(=O)NC(C)C)OCCCC[C@H](C)O3)cc1	-2.6
O=C(C[C@@H]1C[C@H]2c3cc(NS(=O)(=O)c4ccc(F)cc4)ccc3O[C@H]2[C@H](CO)O1)N1CCOCC1	0.9
C[C@@H]1CN([C@H](C)CO)C(=O)c2cc(NS(=O)(=O)c3ccccc3)ccc2O[C@H]1CN(C)S(C)(=O)=O	-0.8
COc1ccccc1S(=O)(=O)N1C[C@@H]2N[C@H](C1)C2c1ccc(-c2cccc(F)c2)cc1 (some centres not stated)	-4.2&-20

Further structures
SMILES	TcdB inh
COc1ccc(S(=O)(=O)Nc2ccc3c(c2)C(=O)N([C@@H](C)CO)C[C@@H](C)[C@@H](CN(C)Cc2ccc4c(c2)OCO4)OCCCC[C@@H](C)O3)cc1	-0.9
C[C@@H]1CN([C@@H](C)CO)C(=O)c2cc(NS(=O)(=O)c3cccs3)ccc2O[C@@H]1CN(C)Cc1ccc(-c2ccccc2)cc1	0.7
CCCNC(=O)N(C)C[C@H]1Oc2ncc(C#Cc3ccccc3F)cc2C(=O)N([C@@H](C)CO)C[C@@H]1C	-0.6
CCC(=O)N1CC(=O)N2[C@H](C1)[C@@H](c1ccc(-c3cccnc3)cc1)[C@@H]2CO	-18
CCS(=O)(=O)N1CC(=O)N2[C@@H](CO)[C@H](c3ccc(C#CCC4CCCC4)cc3)[C@@H]2C1	0.5
COc1ccc(CN(C)C[C@@H]2Oc3ccc(NC(=O)Nc4ccc(OC)cc4)cc3CC(=O)N([C@@H](C)CO)C[C@@H]2C)cc1	-3.3
COc1ccc(NC(=O)Nc2ccc3c(c2)C(=O)N([C@H](C)CO)C[C@H](C)[C@@H](CN(C)C(=O)CCCN(C)C)OCCCC[C@H](C)O3)cc1	0.6
Cc1noc(C)c1S(=O)(=O)N(C)C[C@H]1OCc2ccccc2-c2c(n(C)c3ccccc23)C(=O)N([C@H](C)CO)C[C@@H]1C	0.6
CNC(=O)C[C@@H]1CC[C@@H]2[C@H](COC[C@@H](O)CN2Cc2ccc(C(F)(F)F)cc2)O1	0.2
Cc1noc(C)c1NC(=O)Nc1cccc2c1O[C@H](CN(C)Cc1ccc(C(F)(F)F)cc1)[C@@H](C)CN([C@H](C)CO)C2=O	0.9
C[C@@H]1CCCCO[C@@H](CN(C)C(=O)Cc2ccccc2)[C@H](C)CN([C@H](C)CO)C(=O)c2cc(NS(=O)(=O)c3cn(C)cn3)ccc2O1	0.2
O=C(C[C@H]1C[C@@H]2c3cc(NC(=O)CC4CC4)ccc3O[C@@H]2[C@H](CO)O1)NCc1cc(F)ccc1F	-0.3
CC(C)C(=O)Nc1ccc2c(c1)C(=O)N(C)[C@@H]1CC[C@@H](CC(=O)O)O[C@@H]1CO2	-1.8
COc1cccc(CNC(=O)C[C@@H]2CC[C@@H]3[C@H](COc4ccc(NC(=O)c5cccs5)cc4C(=O)N3C)O2)c1	0.5
Cc1cc(C(=O)Nc2ccc3c(c2)C(=O)N(C)[C@H]2CC[C@H](CC(=O)N[C@H](C)c4ccccc4)O[C@H]2CO3)no1	0.7
O=C(Nc1ccccc1F)N1CC(=O)N2[C@@H](CO)[C@@H](c3ccc(C#Cc4ccccc4)cc3)[C@@H]2C1	-2.7
C[C@H]1CN([C@@H](C)CO)C(=O)CCCn2cc(nn2)CO[C@H]1CN(C)Cc1ccc(Cl)c(Cl)c1	0.3
O=C(Nc1cccc(F)c1)N1CCCCN2[C@H](CO)[C@@H](c3ccc(C#CC4CC4)cc3)[C@H]2C1	0.9
CC(C)NC(=O)N(C)C[C@@H]1Oc2ccc(N(C)C)cc2C(=O)N([C@@H](C)CO)C[C@@H]1C	-6.7
CCCC(=O)N1CC2(CN(Cc3cccnc3)C2)c2c([nH]c3cc(OC)ccc23)[C@H]1CO	0.5
C[C@@H]1CN([C@@H](C)CO)C(=O)Cc2cc(NC(=O)CCN3CCOCC3)ccc2O[C@@H]1CN(C)S(=O)(=O)c1cn(C)cn1	-6.9
COc1ccccc1-c1ccccc1[C@@H]1[C@@H](CO)N(C(=O)C2CCOCC2)[C@H]1C#N	1.5
O=C(c1ccccn1)N1C[C@H]2[C@@H](c3ccccc31)[C@@H](CO)N2C(=O)CC1CC1	0.2
C[C@@H]1CN([C@@H](C)CO)C(=O)Cc2cc(NS(=O)(=O)c3ccc(Cl)cc3)ccc2O[C@H]1CN(C)C	-0.2
C[C@H]1CN([C@@H](C)CO)C(=O)c2cccc(NC(=O)Nc3ccc(F)cc3)c2O[C@@H]1CN(C)Cc1ccc(-c2ccccc2)cc1	-0.7
O=C(C[C@H]1C[C@@H]2c3cc(NC(=O)CC4CC4)ccc3O[C@@H]2[C@H](CO)O1)NCc1ccccc1	0.6
CNC[C@@H]1OCCCC[C@H](C)Oc2ccc(NS(C)(=O)=O)cc2C(=O)N([C@@H](C)CO)C[C@@H]1C	-17
COCC#Cc1cnc2c(c1)C(=O)N([C@H](C)CO)C[C@H](C)[C@H](CN(C)C(=O)CCN1CCCCC1)O2	1.8
C[C@@H]1CN([C@@H](C)CO)C(=O)c2cc(NS(=O)(=O)c3ccc(F)cc3)ccc2O[C@@H](C)CCCCO[C@H]1CN(C)CC1CC1	-0.1
Cc1ccc(-c2cnc3c(c2)C(=O)N([C@@H](C)CO)C[C@H](C)[C@@H](CN(C)C(=O)Cc2cccnc2)O3)cc1	1.0
C[C@H](CO)N1C[C@H](C)[C@@H](CN(C)Cc2ccc(C(=O)O)cc2)Oc2ccc(NC(=O)CCC(F)(F)F)cc2C1=O	-0.9
COCCN(C[C@H]1N[C@H](CO)[C@@H]1c1ccc(-c2cccc(F)c2)cc1)C(C)=O	0.3
Cc1ccc(S(=O)(=O)N(C)C[C@H]2OCCCC[C@@H](C)Oc3ccc(NC(=O)Nc4ccccc4)cc3C(=O)N([C@H](C)CO)C[C@H]2C)cc1	0.1
COCC#Cc1ccc2c(c1)O[C@@H](CN(C)C(=O)C1CCOCC1)[C@H](C)CN([C@H](C)CO)S2(=O)=O	-1.2
COc1ccc(NC(=O)Nc2ccc3c(c2)CC(=O)N([C@H](C)CO)C[C@H](C)[C@H](CN(C)Cc2ccc(-c4ccccc4)cc2)O3)cc1	0.6
CC(C)NC(=O)Nc1ccc2c(c1)C(=O)N([C@H](C)CO)C[C@H](C)[C@H](CN(C)C(=O)Nc1ccc(C(F)(F)F)cc1)O2	0.6
CC(=O)N1[C@H](CO)[C@H](c2ccc(-c3cccnc3)cc2)[C@H]1CNC(=O)C1CCC1	0.9
CS(=O)(=O)Nc1ccc2c(c1)[C@@H]1C[C@H](CC(=O)NCc3ccc(Oc4ccccc4)cc3)O[C@H](CO)[C@@H]1O2	-0.2
CC(=O)N1[C@H](C(=O)NCc2ccccc2Cl)[C@@H](CO)[C@@H]2Cn3c(ccc(-c4ccncc4)c3=O)[C@@H]21	-0.2
C[C@@H]1CCCCO[C@H](CN(C)C(=O)Nc2ccc(F)cc2)[C@H](C)CN([C@H](C)CO)C(=O)c2cc(NC(=O)Nc3ccc(F)cc3)ccc2O1	0.6
O=C(Nc1cccc(F)c1)N1C[C@H]2[C@@H](c3ccccc31)[C@H](CO)N2C(=O)c1ccccn1	0.8
C[C@H](CO)N1C[C@H](C)[C@@H](CN(C)C(=O)Cc2cccnc2)Oc2cc(-c3cncnc3)ccc2S1(=O)=O	0.0
CC(C)C#Cc1cnc2c(c1)C(=O)N([C@@H](C)CO)C[C@H](C)[C@@H](CN(C)Cc1cncnc1)O2	-0.1
C[C@@H]1CN([C@@H](C)CO)C(=O)c2cccc(NC(=O)NC3CCCCC3)c2O[C@@H]1CN(C)Cc1ccc(Cl)c(Cl)c1	-1.0
Cc1noc(C)c1NC(=O)N(C)C[C@H]1Oc2c(NC(=O)NC(C)C)cccc2C(=O)N([C@H](C)CO)C[C@H]1C	-0.2
O=C(C[C@@H]1C[C@@H]2c3cc(NC(=O)CC4CC4)ccc3O[C@@H]2[C@H](CO)O1)NCc1cccnc1	-1.0
CC(C)NC(=O)C1(C)CSCC(=O)N1Cc1cccs1 (configuration not stated)	1.0
COc1ccc(CN(C)C[C@@H]2Oc3ccc(NC(=O)NC(C)C)cc3CC(=O)N([C@H](C)CO)C[C@@H]2C)cc1	-18
O=C(NCc1ccccc1)[C@@H]1CCCN1C(=O)[C@H]1CCCN1C(=O)c1cc(F)cc(F)c1	0.1
O=C(Cc1ccncc1)NCC[C@@H]1CC[C@@H](NC(=O)Nc2ccc(Cl)cc2)[C@H](CO)O1	-0.3
CC(C)NC(=O)N(C)C[C@H]1Oc2ccc(NC(=O)Nc3cccc4ccccc34)cc2C(=O)N([C@H](C)CO)C[C@H]1C	0.9
O=C(Cc1ccncc1)NCC[C@H]1CC[C@@H](NC(=O)C2CCCC2)[C@H](CO)O1	-1.9
COc1ccccc1CNC(=O)C[C@H]1C[C@H]2c3cc(N(C)C)ccc3O[C@H]2[C@@H](CO)O1	-30
CCCN(C)C[C@H]1Oc2cc(C#Cc3cccnc3)ccc2S(=O)(=O)N([C@@H](C)CO)C[C@H]1C	-0.8
CC(C)NC(=O)Nc1ccc2c(c1)C(=O)N([C@H](C)CO)C[C@H](C)[C@@H](CN(C)CC1CC1)OCCCC[C@@H](C)O2	-11
COCC#Cc1cnc2c(c1)C(=O)N([C@@H](C)CO)C[C@@H](C)[C@@H](CN(C)C(C)=O)O2	-1.5
O=C(Nc1cccc(F)c1)N1C[C@H]2[C@@H](c3ccccc31)[C@H](CO)N2C(=O)c1cccnc1	-0.2
C[C@H](CO)N1C[C@H](C)[C@H](CN(C)C(=O)c2ccccn2)Oc2ncc(-c3ccccc3F)cc2C1=O	0.2
COc1ccc(NC(=O)Nc2ccc3c(c2)C(=O)N([C@@H](C)CO)C[C@H](C)[C@H](CN(C)Cc2ccc4c(c2)OCO4)O3)cc1	0.9
COc1ccccc1S(=O)(=O)N[C@H]1CC[C@H](CCNC(=O)C2CCCCC2)O[C@@H]1CO	-1.3
C[C@@H]1CN([C@@H](C)CO)C(=O)c2cccc(NS(=O)(=O)c3ccc(F)cc3)c2O[C@@H]1CN(C)S(C)(=O)=O	-0.5

A portion of the library, so the mix of outcomes need not match the whole.
